Compound activity (PubChem)
DUSP3 inh: inhibitors of human VHR1 phosphatase (DUSP3); inhibition, % at 13.3 µM; recombinant VHR phosphatase, pNPP absorbance; 290,000 compounds, 0.52% hits; P51452; in the data active = inhibition above about 50%; also: some compounds called inactive have numbers as strong as hits
Target sequence (P51452 whole entry, looked up): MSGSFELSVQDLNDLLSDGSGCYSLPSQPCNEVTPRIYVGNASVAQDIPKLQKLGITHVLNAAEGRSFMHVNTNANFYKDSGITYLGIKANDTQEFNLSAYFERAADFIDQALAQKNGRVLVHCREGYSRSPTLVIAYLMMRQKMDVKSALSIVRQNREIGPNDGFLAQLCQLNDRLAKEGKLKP
MazEF act: MazEF (E. coli) toxin RNase activation. FAM/BHQ RNA-DNA oligo cleavage fluorescence, 5 h. activation, % at 20 µM. 350,000 compounds, 0.32% hits. AID 504720; in the data active = activation above about 50%
Target sequence (P0AE70 whole entry, looked up): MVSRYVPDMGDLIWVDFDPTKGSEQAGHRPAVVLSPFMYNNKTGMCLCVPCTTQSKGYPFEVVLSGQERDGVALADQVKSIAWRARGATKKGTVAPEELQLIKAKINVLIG
PrPC TRFRET: inhibitors of human cell surface prion protein PrPC. P04156. TR-FRET read-out. inhibition, % at 13.8 µM. 370,000 compounds, 0.43% hits; in the data active = inhibition above about 24%; also: 0% = median of the test wells and 100% = reference compound wells
Rv3671c inh: inhibitors of M. tuberculosis serine protease Rv3671c. P9WHR9. inhibition, % at 5.96 µM. 320,000 compounds, 0.048% hits. AID 2606; in the data active = inhibition above about 38%;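 also: extracellular domain of Rv3671c used as enzyme; 0% = enzyme with DMSO and 100% = no enzyme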
Target sequence (P9WHR9 whole entry, looked up, the tested form may be a part): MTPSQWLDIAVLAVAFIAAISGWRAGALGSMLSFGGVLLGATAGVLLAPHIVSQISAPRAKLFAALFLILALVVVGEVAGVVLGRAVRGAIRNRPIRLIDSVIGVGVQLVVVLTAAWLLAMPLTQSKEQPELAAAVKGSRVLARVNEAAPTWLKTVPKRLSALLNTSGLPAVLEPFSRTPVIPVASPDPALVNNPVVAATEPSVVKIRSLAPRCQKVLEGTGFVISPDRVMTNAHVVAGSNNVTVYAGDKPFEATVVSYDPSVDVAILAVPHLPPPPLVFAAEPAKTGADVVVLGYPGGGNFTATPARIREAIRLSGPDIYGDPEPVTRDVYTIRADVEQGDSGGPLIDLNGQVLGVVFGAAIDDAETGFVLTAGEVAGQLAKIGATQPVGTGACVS
PriA SSB inh: inhibitors of Klebsiella pneumoniae PriA binding to SSB C-terminal tail | AlphaScreen SSBct-PriA binding, biotinylated peptide | inhibition, % at 33 µM | AID 1272365 | 430,000 compounds, 0.6% hits; in the data active = inhibition mostly above about 37%, no sharp cut-off; inactive = mostly below about 20%;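 also: plate controls were negative control peptide for no effect and reference peptide for full effect; strong numbers were not always called active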
CCHFV vOTU inh: blocks the CCHF virus ovarian tumor domain protease | 370,000 compounds, 0.55% hits | AID 651958 | inhibition, % at 11.5 µM | CCHFV vOTU protease, Pep-AMC fluorescence; in the data active = inhibition above about 30%; also: 0% = vehicle wells with enzyme and 100% = no enzyme wells
BH1578 lux ind: inducers of Vibrio cholerae quorum light production without autoinducers | V. cholerae BH1578 lux reporter, luminescence, 6 h | activation, % at 18.7 µM | 350,000 compounds, 0.16% hits | AID 588436; in the data active = activation mostly above about 9.7%, no sharp cut-off; also: not every result past the cut was called active; inactives centre near 0; reference of the scale not given here
SARS 3CLpro inh: SARS-CoV 3CLpro protease inhibition. inhibition, % at 6 µM. AID 1706. recombinant SARS-CoV 3CLpro, quenched FRET peptide cleavage. 290,000 compounds, 0.14% hits; in the data active = inhibition above about 12%
TcdB inh: inhibitors of Clostridioides difficile toxin B glycohydrolase | 350,000 compounds, 0.24% hits | TcdB glycohydrolase enzymatic assay, plate reader | P18177 | inhibition, % at 9.99 µM; in the data active = inhibition above about 10%
Yp Topo-I inh: Y. pestis Topo-I inhibition via cleavage products; Y. pestis Topo-I cleavage product accumulation, plate reader; activity, % at 10 µM; 360,000 compounds, 0.064% hits; in the data active = activity above about 50%, passing the limit was not always enough; also: inactives centre near 2
* = called active by the depositor; i = inactive; . = no result given. Some of the compounds tested; count on the stated rates, not on these rows.

SMILES	DUSP3 inh	MazEF act	PrPC TRFRET	Rv3671c inh	PriA SSB inh	CCHFV vOTU inh	BH1578 lux ind	SARS 3CLpro inh	TcdB inh	Yp Topo-I inh
CC1CC(=O)Nc2ccccc2N1C(=O)CSc1ncnc2sccc12 (configuration not stated)	.	3	5	-2	3	21	-0.2	.	0.1	-8
CC(=O)c1cccc(N2C(=O)C3C4CCC(C4=C(C)C)C3C2=O)c1 (configuration not stated)	5	-2	9	2	-7	1	-0.2	0	.	6
CCOC(=O)c1cnc(SCC(=O)Nc2ccc(NC(=O)CC)c(OC)c2)nc1N	17	0	-1	-1	-1	3	-0.7	10	.	1
Cc1cc(=O)oc(C)c1C(=O)Nc1cccc2nonc12	25	-2	-8	-5	-18	-6	i	4	.	2
CC(Nc1ccccc1)c1ccncc1 (configuration not stated)	22	2	3	3	-8	-3	-0.4	1	1.2	-4
O=C(CN1CCN(C(=O)c2ccco2)CC1)Nc1ccc2c(c1)OCCO2	23	3	0	-5	-10	11	-0.5	-6	.	4
CC(C)NC(=O)c1ccc(C(C)C)cc1	14	5	13	-6	-8	15	i	0	0.3	-3
Cc1ccc(-c2nc3c4ccccc4ccn3c2Cc2ccccc2)cc1	.	-44	-8	.	.	0	i	.	0.5	-2
COc1ccc(NC(=O)CSc2ccc(-c3cccnc3)nn2)cc1	10	0	2	-5	-2	0	i	-3	2.4	12
N#CC1=C(N)Oc2c(c(=O)oc3ccccc23)C1c1cccnc1 (configuration not stated)	8	-1	6	-7	-12	-1	3.2	-2	.	-5
O=C1CC(c2cccc(F)c2)SC(N(c2ccccc2)c2ccccc2)=N1 (configuration not stated)	3	1	.	-7	5	.	i	5	-0.1	17
O=C(COC(=O)c1cccc(C(F)(F)F)c1)NCc1ccccc1	-2	1	-6	-9	5	-2	-0.1	6	.	-8
CC(C)CNS(=O)(=O)c1cc2c3c(c1)CC(=O)N3CCC2	18	5	3	-3	-8	2	0.7	-4	2.1	13
Nc1nnc(C2CCCC2)s1	-4	13	11	-3	-1	4	-7.1	0	-2.6	4
COc1cccc(C2(O)CCN(C(=O)Cc3cccnc3)CC2)c1	-5	1	1	-4	-9	1	i	0	.	1
COc1ccc(C(CNS(=O)(=O)c2ccc(F)cc2)N2CCN(C)CC2)cc1 (configuration not stated)	.	8	4	-2	-7	-4	-0.2	.	0.5	-7
Cc1ccc(NCC(=O)Nc2ccc(Br)cc2)cc1C	-8	4	8	1	9	5	0.7	3	1.7	-4
O=C(CSc1ccsc1[N+](=O)[O-])N1CCCCCC1	32	3	-38	-1	-3	17	-0.3	2	0.2	0
COc1ccc(Br)cc1/C=C1\Oc2ccccc2NC1=O	-7	-29	1	-8	10	6	0.2	1	0.0	1
CCOC(=O)c1c(-c2ccc(F)cc2)csc1NC(=O)CCN1CCOCC1	-4	-4	2	7	4	19	-0.3	1	.	36
CC1Cc2ccccc2N1C(=O)c1ccc(N2CCCC2)c([N+](=O)[O-])c1 (configuration not stated)	4	-6	-9	-9	46*	7	0.2	6	-0.5	8
CCN1CCN(c2ccc(N3CCN(S(=O)(=O)c4ccc(C)c([N+](=O)[O-])c4)CC3)nn2)CC1	.	6	-15	5	-4	-11	-0.1	.	1.6	-4
Cc1ccc2nc(NC(=O)CSc3nnc(C)c(=O)n3N)sc2c1	0	43	-2	2	4	-6	0.1	-5	.	5
COc1ccc(NC(=O)C2=CC(c3ccc(C)cc3)=NS(=O)(=O)N2C)cc1	17	10	-7	-9	30	9	i	3	-0.1	-4
O=C(NCCN1CCN(c2ccccc2)CC1)Nc1cccc(Br)c1	17	-4	-5	0	7	5	i	0	-1.0	0
COc1ccc(CNC(=O)C2CCCN(S(=O)(=O)N3CCC(C)CC3)C2)c(OC)c1 (configuration not stated)	-4	4	10	-4	3	-7	-0.9	-3	-4.4	-11
O=C(CN1C(=O)NC2(CCCCC2)C1=O)Nc1ccccc1N1CCCCC1	.	4	11	-9	-3	11	i	.	0.0	8
CCCn1c(CN(Cc2ccccc2)Cc2ccccc2)nc2c1c(=O)n(C)c(=O)n2C	3	16	.	-3	-7	.	i	3	.	34
CCCCc1cc(=O)oc2cc(C)c(CN3CCCC3)c(O)c12	24	-18	0	1	-14	11	i	-3	.	3
O=c1oc(CCCO)cc2ccc(C#Cc3cccnc3)cc12	.	0	-18	-6	-1	-6	i	.	6.1	-5
COc1cccc(/C=N/Nc2nccnc2Cl)c1O	4	-8	2	.	.	9	i	4	-3.9	2
S=C(Nc1cccc(Cl)c1Cl)N1CCC2(CC1)OCCO2	6	13	-6	4	-10	4	1.6	3	-0.4	4
CCOCCn1c(=O)c2c(nc3n2CCN3c2ccc(CC)cc2)n(C)c1=O	.	16	-1	3	-1	11	-3.3	.	-4.3	7
O=C(NCC1c2ccccc2CCN1C(=O)CN1C(=O)c2ccccc2C1=O)C1CCCCC1 (configuration not stated)	10	0	2	1	4	-3	-2.8	2	.	10
Cc1nn(C)c(C)c1/C=C/C(=O)c1ccc(Cl)cc1Cl	12	4	12	0	-2	4	i	-3	1.1	17
O=C(N/N=C/c1ccccn1)c1cc(C2CC2)nc2ccccc12	8	14	.	-13	.	.	-0.2	-14	.	8
O=C(CCCSCCCC(=O)NN=Cc1ccccc1)NN=Cc1ccccc1	.	8	8	.	0	9	.	.	0.9	38
O=C(CCS(=O)(=O)c1ccccc1)Nc1ccccc1-c1nc2ccccc2s1	18	-10	4	3	-9	0	-0.6	4	-6.2	-4
CC(=O)Nc1ccc(C(=O)NCC2CCCCC2)cc1	13	4	-4	-4	-3	2	i	3	0.7	-3
Cc1c(C(=O)NCc2ccccc2C(F)(F)F)sc(=O)n1Cc1ccccc1C#N	.	.	7	.	.	5	i	.	-3.1	17
Cc1noc(C)c1COC(=O)c1ccccc1Oc1ccccc1	-25	-5	3	5	-57	13	8.3	3	.	4
CC1CCCCN1C(=O)N[C@@H](Cc1ccccc1)C(=O)O (some centres not stated)	10	-1	-4	-7	-5	2	-0.6	-6	.	-4
COc1ccc(Nc2ncccc2C(=O)Nc2ccccc2)cc1	6	-1	10	4	-7	11	i	-9	.	-3
CC(C)n1c(CCCO)nc2ccccc21	28	7	-3	0	2	-7	i	-2	.	-1
Cc1ccccc1C(=O)NC(=S)N(C)CCc1ccccn1	14	13	-7	4	-1	-11	1.6	2	2.1	-7
O=c1cc(CSc2ccc(Cl)cc2)nc(N2CCOCC2)[nH]1	22	-7	-1	0	-18	11	4.0	0	.	-4
CN(Cc1ccc(Cl)cc1Cl)C(=O)CNC(=O)c1ccco1	-11	5	7	-2	-3	13	-12	0	-11	-1
COC(=O)N/N=C/c1cn(Cc2c(Cl)cccc2Cl)c2ccccc12	-3	-11	0	-1	.	-10	-0.3	9	0.4	30

Pulled one by one from above, 7 records:
SMILES	DUSP3 inh	MazEF act	PrPC TRFRET	Rv3671c inh	PriA SSB inh	CCHFV vOTU inh	BH1578 lux ind	SARS 3CLpro inh	TcdB inh	Yp Topo-I inh
CC(=O)Nc1ccc(C(=O)NCC2CCCCC2)cc1	13	4	-4	-4	-3	2	i	3	0.7	-3
CC1CCCCN1C(=O)N[C@@H](Cc1ccccc1)C(=O)O (some centres not stated)	10	-1	-4	-7	-5	2	-0.6	-6	.	-4
COc1ccc(Nc2ncccc2C(=O)Nc2ccccc2)cc1	6	-1	10	4	-7	11	i	-9	.	-3
O=C(CCCSCCCC(=O)NN=Cc1ccccc1)NN=Cc1ccccc1	.	8	8	.	0	9	.	.	0.9	38
COC(=O)N/N=C/c1cn(Cc2c(Cl)cccc2Cl)c2ccccc12	-3	-11	0	-1	.	-10	-0.3	9	0.4	30
O=c1cc(CSc2ccc(Cl)cc2)nc(N2CCOCC2)[nH]1	22	-7	-1	0	-18	11	4.0	0	.	-4
Cc1c(C(=O)NCc2ccccc2C(F)(F)F)sc(=O)n1Cc1ccccc1C#N	.	.	7	.	.	5	i	.	-3.1	17

Next records follow.
SMILES	DUSP3 inh	MazEF act	PrPC TRFRET	Rv3671c inh	PriA SSB inh	CCHFV vOTU inh	BH1578 lux ind	SARS 3CLpro inh	TcdB inh	Yp Topo-I inh
CCOc1ccc(OCCC(=O)Nc2ccc(F)cc2C)cc1	-5	-3	0	6	-12	11	-0.2	3	1.0	-13
Cc1ccc(CC(=O)Nc2cccc([N+](=O)[O-])c2)cc1	14	1	-6	-10	-5	5	i	4	0.4	-11
O=C(N/N=C/c1ccc(Cl)cc1)c1ccc2c(c1)OCO2	21	-1	15	-5	.	-8	i	2	2.2	-1
CC(C)CN(C(=O)CSc1nnc2ccccn12)C1CCS(=O)(=O)C1 (configuration not stated)	.	2	-4	7	5	4	i	.	-0.9	-3
O=C(Nc1nc(-c2ccc(Cl)cc2Cl)cs1)c1ccc(OCC2CCCO2)cc1 (configuration not stated)	-8	-5	2	-7	-9	-6	i	0	0.3	-4
COC(=O)Cc1ccc(NC(=S)Nc2ccccn2)cc1	-12	9	10	-5	2	-12	-0.5	0	-0.8	4
Cc1ccc(C(C)C)c(OCC(=O)NNC(=O)Cn2[nH]c(=O)c3ccccc3c2=O)c1	.	2	0	-25	-17	4	i	.	-2.4	16
Cc1ccc(C)c(OC(C)C(=O)Nc2nccs2)c1 (configuration not stated)	19	2	3	0	-10	3	0.3	13*	-0.2	-4
CCc1ccc(C(C)NC(=O)c2cc(C)oc2C)cc1 (configuration not stated)	-4	4	1	-1	-3	12	i	6	.	-5
O=C(Nc1ccc(S(=O)(=O)Nc2nccs2)cc1)c1cc(-c2ccccc2Cl)nc2ccccc12	34	-3	-4	-30	21	7	-0.1	4	.	4
N#C/C(=C\c1ccco1)C(=O)NCC1CCCO1 (configuration not stated)	-10	11	6	-9	-5	36*	-0.3	6	-1.1	-3
O=C(OCc1cccc(F)c1)c1ccc2c(c1)-c1ccccc1C2=O	25	3	-3	1	10	-2	-0.3	2	.	-7
Cc1nnc(SCC(=O)N2CC(=O)Nc3ccccc32)n1C	18	2	-4	0	-14	-9	i	4	.	-4
CCOC(=O)c1[nH]c(C)c(C(=O)Nc2cc(Cl)ccc2C)c1C	9	-5	12	-3	-7	3	-0.3	-6	0.8	1
CCOC(=O)C(C)n1cnc2c(nnn2-c2ccc(C)cc2)c1=O (configuration not stated)	14	-7	-1	4	-2	-11	-0.4	-2	.	-5
COc1ccc(OC)c(Nc2nc(=O)c3cccnc3s2)c1	-12	-3	.	.	-4	.	-0.3	2	.	-29
COC(=O)C1=C2c3[nH]c4ccccc4c3CCN2C(=O)CC1	.	7	1	-3	-8	13	-0.5	.	-11	21
Oc1c(Br)cc(Br)cc1/C=N/NC(=S)N[C@H]1CC2C=CC1C2 (some centres not stated)	14	7	1	16	.	-2	-1.3	8	0.0	-4
CC(=O)Oc1ccc(C(=O)NCc2ccco2)cc1	5	13	3	-2	5	-7	-0.9	-4	0.3	-2
C/C(=N\NC(=O)c1cccc(Cl)c1)c1cccc(NC(=O)C(C)C)c1	16	-14	6	-2	.	2	-9.8	5	.	2
CCOC(=O)c1c(C)oc2c(CN3CCN(C)CC3)c(Br)c(OC)c(O)c12	20	10	-8	14	4	5	-0.2	-4	.	6
CCOc1ccc(S(=O)(=O)NCCC(=O)NCC(c2ccc(OC)cc2)N2CCCCC2)cc1 (configuration not stated)	.	-1	-4	3	5	5	i	.	-7.3	-7
CCN1C(=O)C(=Cc2cccc(OC)c2Oc2ccc([N+](=O)[O-])cc2[N+](=O)[O-])SC1=S	2	2	-3	10	9	1	-1.6	3	0.4	-4
COc1ccc(C2Nc3ccccc3C(=O)N2NS(=O)(=O)c2ccccc2)cc1 (configuration not stated)	-6	-5	8	-11	0	-26	-0.4	1	-0.6	2
CCOC(=O)CNC(=O)CSc1nc(C(C)C)nc2c1cnn2-c1ccccc1	.	-4	-2	.	.	-9	i	.	-1.4	5
Cc1c(NN=C(C#N)C#N)c(=O)n(-c2ccccc2)n1C	-9	-1	-5	4	-15	12	-0.5	-2	0.5	5
CC(=O)C(C)Oc1ncn(-c2ccccc2)n1 (configuration not stated)	11	3	13	0	2	-3	i	2	.	6
